# Compound activity: PubChem, several laboratories
# S1P4 agonist: S1P4 receptor agonists, primary screen, cell-based. AID 1509, 2009. Sphingosine 1-phosphate receptor 4 (Homo sapiens), O95977. S1P4-expressing cell line, agonist reporter assay. activation, % at 4.98 µM. hit rate 0.35% among 220,000; in the data active = activation above about 11%;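 also: 0% = DMSO vehicle and 100% = reference agonist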
# Target sequence (O95977 whole entry, looked up): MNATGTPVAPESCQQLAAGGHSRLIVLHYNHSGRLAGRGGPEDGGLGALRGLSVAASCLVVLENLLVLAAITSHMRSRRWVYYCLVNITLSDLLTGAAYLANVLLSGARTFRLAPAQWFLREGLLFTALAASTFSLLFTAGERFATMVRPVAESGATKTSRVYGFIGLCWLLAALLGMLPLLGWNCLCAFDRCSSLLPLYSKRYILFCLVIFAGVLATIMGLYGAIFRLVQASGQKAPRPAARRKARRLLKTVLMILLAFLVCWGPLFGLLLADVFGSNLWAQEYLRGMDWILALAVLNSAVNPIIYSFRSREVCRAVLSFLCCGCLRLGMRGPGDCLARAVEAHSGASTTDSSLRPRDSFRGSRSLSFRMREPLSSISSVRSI
# Mdm2 ligase inh: MDM2-luciferase reporter signal enhancers, primary screen, MDM2 E3 ligase inhibitor project, cell-based, luminescence, 1536-well; E3 ubiquitin-protein ligase Mdm2 (Homo sapiens), Q00987; cell-based MDM2 ubiquitination luciferase reporter, 2 h; 0 = plate control, 100 = twice control, blank-subtracted; signal enhancement, % at 5 µM; hit rate 0.11% among 210,000; AID 1230, 2008;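 active = signal enhancement of 30% or more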;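 also: luminescence tracks abundance of the self-degrading MDM2-luciferase fusion protein; higher signal means inhibition of MDM2 E3 ligase activity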
#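 Assay system: stable mammalian line carrying autodegrading MDM2–luciferase fusion reporter; amount: 2000 cells seeded into each well; buffer or medium: DMEM; benchmarks: plate control and blank wells; signal: luciferase luminescence; timing: 2 h compound exposure at 37 °C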
# PERK inhibitor: block of dimerizer-induced PERK translation repression, primary screen, PERK inhibitor project, CHO PERK-DD cells, SEAP luminescence, HTS; Eukaryotic translation initiation factor 2-alpha kinase 3 (Homo sapiens), Q9NZJ5; hit rate 0.17% among 220,000; CHO PERK-DD fusion, SEAP luminescence translation reporter; inhibition, % at 5.6 µM;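 active = inhibition above the mean inhibition of all tested compounds plus 3 SD, set separately per screening campaign, cut at about 2.9% in these data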;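 also: PERK kinase domain activated by AP20187 dimerizer at 100 nM; 0% = DMSO with dimerizer and 100% = rapamycin at 8.4 µM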
# eIF4E 4G PPI: eIF4E–eIF4G protein interaction inhibitors, primary screen, biochemical, uHTS, TR-FRET, eIF4GI fragment | Eukaryotic translation initiation factor 4E (Mus musculus) + Eukaryotic translation … | TR-FRET eIF4E-eIF4GI(517-606) binding, 2 h | inhibition, % at 21.7 µM | hit rate 0.37% among 220,000;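 active = inhibition above about 30%, limit read from the data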;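 also: 0% = full FRET control wells and 100% = background wells lacking eIF4GI fragment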
# BaF3 parental: parental Ba/F3 cell viability inhibition, counter-screen for JAK2V617F inhibitor project, murine pro-B, CellTiter-Glo luminescence. inhibition, % at 5.6 µM. AID 1486, 2009. hit rate 1.1% among 220,000. CellTiter-Glo ATP luminescence;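 active = inhibition above a per-campaign cutoff, the mean inhibition of all tested compounds plus 3 SD, cut at about 27% in these data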;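 also: 0% = DMSO wells and 100% = JAK Inhibitor I control wells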
# NPY2 pot ag: NPY-Y2 potentiators or agonists, primary screen, cell-based; hit rate 0.45% among 220,000; activation, % at 3.6 µM; cells expressing NPY-Y2, potentiator/agonist read-out; Neuropeptide Y receptor type 2 (Homo sapiens), P49146; AID 1359, 2008; in the data active = activation above about 27%;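 also: cells stimulated with NPY near EC25 plus isoproterenol at EC100; 0% = vehicle plus submaximal agonist and 100% = vehicle plus saturating agonist; some results beyond the cut were filed as inactive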
# Wee1 degr inh: Wee1 degradation inhibitors, primary screen, cell-based, HeLa, Wee1K328M-luciferase, luminescence. Wee1-like protein kinase (Homo sapiens), P30291. HeLa Luc-Wee1K328M stability; 100% = proteasome inhibitor MG132 effect. reporter increase, % at 5 µM. hit rate 1.2% among 220,000. AID 1321, 2008;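 active = activation above the mean of all tested compounds plus 3 SD, set per screening run, cut at about 8.8% in these data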;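 also: cells exposed to compound for 20 h before luminescence read; 0% = DMSO alone and 100% = MG132 at 30 µM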
# Target sequence (P30291 whole entry K328M): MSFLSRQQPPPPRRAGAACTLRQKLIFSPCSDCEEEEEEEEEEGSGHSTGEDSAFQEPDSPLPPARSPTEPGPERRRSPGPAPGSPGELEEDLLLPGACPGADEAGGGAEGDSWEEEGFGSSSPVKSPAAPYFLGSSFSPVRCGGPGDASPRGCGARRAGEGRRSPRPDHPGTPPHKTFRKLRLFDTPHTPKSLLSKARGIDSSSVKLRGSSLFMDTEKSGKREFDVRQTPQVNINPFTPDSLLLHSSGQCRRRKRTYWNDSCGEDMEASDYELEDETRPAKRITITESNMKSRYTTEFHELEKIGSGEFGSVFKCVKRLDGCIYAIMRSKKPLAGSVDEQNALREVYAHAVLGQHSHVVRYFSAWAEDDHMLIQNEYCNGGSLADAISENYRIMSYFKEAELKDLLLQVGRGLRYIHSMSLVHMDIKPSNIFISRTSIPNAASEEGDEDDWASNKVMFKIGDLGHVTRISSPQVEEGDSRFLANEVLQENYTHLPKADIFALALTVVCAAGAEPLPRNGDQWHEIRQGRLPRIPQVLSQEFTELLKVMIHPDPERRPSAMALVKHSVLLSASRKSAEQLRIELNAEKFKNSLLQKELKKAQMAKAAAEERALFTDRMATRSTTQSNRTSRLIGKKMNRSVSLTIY
# S1P4 antagonist: S1P4 receptor antagonists, primary screen, cell-based; Sphingosine 1-phosphate receptor 4 (Homo sapiens), O95977; S1P4-expressing cells, antagonist mode, reporter read-out; inhibition, % at 4.98 µM; hit rate 0.26% among 220,000; in the data active = inhibition above about 29%;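 also: 0% = wells stimulated with agonist and 100% = vehicle wells without agonist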
# Ba/F3 V617F tox: reduced viability of JAK2V617F-dependent Ba/F3 cells, primary screen, JAK2V617F inhibitor project, cell-based, Ba/F3 EpoR-JAK2V617F, luminescence; ATP luminescence; inhibition, % at 5.6 µM; hit rate 1.1% among 220,000;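 active = inhibition above the campaign mean plus 3 SD over all tested compounds, cut at about 24% in these data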;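 also: cytokine-independent growth of Ba/F3 cells driven by EpoR plus mutant JAK2; 0% = DMSO-treated cells and 100% = JAK inhibitor I control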
# Numbers without * were called inactive; · = not tested or not shown; & = joins results of further samples; [ ] = another dose, or the depositor's remark.
SMILES,S1P4 agonist,Mdm2 ligase inh,PERK inhibitor,eIF4E 4G PPI,BaF3 parental,NPY2 pot ag,Wee1 degr inh,S1P4 antagonist,Ba/F3 V617F tox
C=CCOc1c(Br)cc(CNn2nnnc2N)cc1OCC,0.3,-7,0.7,-4,4,15,-1,-11,0
COc1ccc(OCc2nc(N)nc(Nc3cccc(C)c3C)n2)cc1,1.7,-1,1.5,2[fluorescence artefact?],-3,15,-1,3,-2
COc1ccccc1-c1nnc2sc(C3CCCCC3)nn12,0.0,5,-0.1,-10,4,2,-2,-9,1
O=C(Nc1nnc(-c2ccco2)o1)C1CCCCC1,-2.8,-30,0.1,3[fluorescence artefact?],9,-14,1,0,3
O=C(NCc1ccccn1)c1ccco1,-1.5,-3,1.2,2,1,-9,-2,-6,-3
CC(=O)C1=C(C)N(Cc2ccccc2)C(=O)N[C@H]1c1cccc(C(F)(F)F)c1,1.3,·,-0.5,1,3,6,1,3,-6
COc1ccc(/C=C2\N=C(c3ccccc3Cl)NC2=O)cc1,0.6,2,-0.4,-1,4,0,3,-1,-2
CCC(=O)NC(=S)Nc1cccc(Cl)c1N1CCCCC1,-2.9,-15,-0.3,0,1,-9,-2,-26,0
c1ccc2nc(-c3ccc(N4CCOCC4)cc3)ccc2c1,-0.9,-20,0.1,-34[fluorescence artefact?],5,-6,-1,-9,-2
NC(=O)C1CCN(C2OC(=O)c3ccccc32)CC1 (stereo not drawn),0.5,-16,1.4,-3,11,-5,0,-3,0
Cc1ccc2c(c1)C(=O)CC(O)(C(F)F)O2 (stereo not drawn),-1.1,1,0.6,2,9,-3,0,-12,5
Cc1[nH]cnc1CSCc1ccc(F)cc1,0.2,4,-0.2,18,0,-9,-2,-27,-1
CCOc1c2ccc(C(=O)NCc3ccc4c(c3)OCO4)cc2nn1C,-1.2,-17,0.2,·,-2,-7,-4,-27,0
COCCNC(C(=O)Nc1ccc(C)cc1[N+](=O)[O-])c1ccccc1 (stereo not drawn),0.2,-11,-0.3,3,8,1,4,6,4
Cc1cc(C)n(CC(=O)n2c3ccccc3c3ccccc32)n1,0.1,-12,1.1,-7,-4,10,1,-2,-6
CC(N)C12CC3CC(CC(C3)C1)C2 (stereo not drawn),1.2&0.4,-7&-7,0.6&1.4,1&3,-3&2,15&20,-2&-3,-23&-12,-3&-2
OC(COc1ccc(Cl)c2ccccc12)CN1CCN(c2ccccn2)CC1 (stereo not drawn),-1.4,-7,0.4,0,7,-32,6,0,0
COc1ccc(C[C@H]2CN3C(=NC[C@H]3C)N2CCNC(=O)CCC2CCCCC2)cc1,1.4,·,1.7,0,1,-7,-2,-5,-4
Cc1c(C(=O)C(=O)N2CCCc3ccccc32)c2ccccc2n1C,0.9,-8,0.0,1,0,11,3,-14,-3
c1ccc(-c2nc(-c3cccs3)[nH]c2-c2ccccc2)cc1,0.7,-6,1.3,3,2,41*,4,-40,-4
COc1cc(NC(=O)c2cccs2)c(C(=O)OCC(=O)NC(=O)NCc2ccccc2)cc1OC,1.1,-11,-0.7,-31,6,-5,2,-10,3
Cc1ccc(S(=O)(=O)NNC(=S)NCCc2ccccc2)cc1,-0.4,-9,-0.7,-3,-2,-3,-4,-5,-2
COc1ccc(C(=O)NC(=S)N2CCCCC2)cc1,-2.1,-25,-0.3,5,2,-5,1,14,-7
CCOc1ccc(NC(=O)CSc2nnc(-c3ccccn3)n2N)cc1,0.3,-8,0.1,-1,-1,10,1,-8,-2
Cn1c(=O)oc2cc(S(=O)(=O)N3CCc4ccccc43)ccc21,1.2,-15,0.4,1,3,-35,2,-3,3
Cc1nc2c(-c3ccc(Cl)cc3)c(C)[nH]n2c(=O)c1Cc1ccccc1,0.5,-13,0.8,2,41*,-2,-2,-2,31*
COc1ccccc1NS(=O)(=O)c1cc(NC(=O)CNC(=O)c2ccccc2)ccc1C,0.3,1,0.6,10[fluorescence artefact?],2,2,-3,-12,-4
N#C/C=C1\n2c(nc3ccccc32)OC12CCCCC2,1.7,-8,-0.9,-3,0,1,-2,-18,-3
CSc1nc(-c2ccc(Cl)cc2)nc(N)c1C#N,0.5,-16,0.5,2,2,4,-3,-6,0
O=C(NCCSC1CCCCC1)c1ccccc1,2.8,-8,-0.4,1,1,2,5,-14,-3

# Reprinted from the part before: three entries, followed by the next part.
SMILES,S1P4 agonist,Mdm2 ligase inh,PERK inhibitor,eIF4E 4G PPI,BaF3 parental,NPY2 pot ag,Wee1 degr inh,S1P4 antagonist,Ba/F3 V617F tox
N#C/C=C1\n2c(nc3ccccc32)OC12CCCCC2,1.7,-8,-0.9,-3,0,1,-2,-18,-3
CSc1nc(-c2ccc(Cl)cc2)nc(N)c1C#N,0.5,-16,0.5,2,2,4,-3,-6,0
O=C(NCCSC1CCCCC1)c1ccccc1,2.8,-8,-0.4,1,1,2,5,-14,-3
CC1(CCc2ccc(O)cc2)NC(=O)NC1=O (stereo not drawn),0.0,-6,-0.2,-1,4,-13,-1,0,-1
CC(=O)c1ccc(Nc2c3c(nc4ccccc24)CCCC3)cc1,27*,-14,-0.9,3,-4,-28,-2,-21,2
Cc1ccc(NC(=S)NCC23C=CC(O2)C2C(=O)N(c4ccc(C)cc4)C(=O)C23)cc1 (stereo not drawn),-0.3,-2,-0.3,-9,8,-1,-3,-15,3
N=c1sccn1CC(=O)Nc1ccc(SC(F)F)cc1,-0.9,-8,0.2,-2,0,5,-2,-22,-2
COc1ccc(C2C(C(C)=O)=C(O)C(=O)N2CCc2c[nH]c3ccccc23)cc1OC (stereo not drawn),-0.7,-4,1.1,4,-2,-14,3,6,7
Cc1ccc(S(=O)(=O)NCCC(=O)OCn2nnc3ccccc3c2=O)cc1,-2.6,-16,-0.3,1,1,1,0,-2,-4
COc1ccc2nc(SCC(=O)Nc3ccc(S(=O)(=O)Nc4nccc(C)n4)cc3)[nH]c2c1,-0.1,4,1.7,5[fluorescence artefact?],3,18,2,-23,1
Fc1ccc2nc(C3CCN(Cc4nc(CC5CC5)no4)CC3)[nH]c2c1,2.1,-7,-1.6,-3,7,15,-1,-3,-1
COc1ccc(CNC(=O)c2cccc(S(=O)(=O)N3CCN(C)CC3)c2)cc1,-0.3,-12,0.5,-1,0,3,0,-11,-2
Cc1ccc(CN2C(=O)c3ccccc3NC23CCN(Cc2ccccc2)CC3)cc1,1.9,-4,1.1,2,1,7,2,-12,-4
Cc1ccc(S(=O)(=O)/N=C2/NC(=O)/C(=C/c3ccccn3)S2)cc1,1.3,2,0.2,2,11,-13,-4,-11,1
CCOc1nsc(OCC)n1,1.7,-12,-0.5,2,-4,-12,-2,9,-2
Cc1cccc(C(P(=O)(c2ccccc2)c2ccccc2)P(=O)(c2ccccc2)c2ccccc2)n1,-0.7,-5,0.7,2[fluorescence artefact?],1,1,-2,2,-4
CC(C)Cn1c2c(c(=O)[nH]c1=O)C(NS(=O)(=O)c1ccc(Cl)cc1)(C(F)(F)F)C(=O)N2 (stereo not drawn),1.6,-19,1.5,-1,-5,-10,3,0,-3
Cn1c(SCC(=O)Nc2ncc(C(F)(F)F)cc2Cl)nnc1-c1ccc(Cl)cc1,-0.2,8,-0.1,-1,4,4,-3,-15,1
CSc1ccccc1NC(=O)N1CCC(CO)(CC2CCCCO2)CC1 (stereo not drawn),0.6,-21,0.3,-1,9,-2,2,-7,2
Cn1ncc2c(Nc3ccc4ccccc4c3)ncnc21,-0.2,-1,0.4,1[fluorescence artefact?],6,-6,5,1,-4
NS(=O)(=O)c1ccc(CCn2c(=S)[nH]c3ccc(F)cc3c2=O)cc1,3.3,-8,-0.1,-3,4,1,-2,-5,-1
Cc1ccc(S(=O)(=O)NC(CC(=O)NC2CCCC2)c2ccco2)cc1 (stereo not drawn),2.1,-11,-0.1,-3,4,8,-3,-4,-1
CC(C)(Oc1ccc(Cl)cc1)C(=O)N1CCN(c2ccccn2)CC1,2.5,-17,-0.7,-2,3,-6,-3,7,2
Cc1ccc(Cl)cc1NC(=O)c1ccccc1OCC(=O)Nc1ccc(Cl)cc1,-2.5,-4,1.6,8,-1,13,3,5,-2
O=C(NCc1ccc(F)cc1)c1noc2c1CCCCC2,-0.3,-10,-0.3,-4,1,-1,0,-16,-1
O=C1COc2ccc(C(=O)NCc3ccco3)cc2N1,-3.5,-11,1.7,0[fluorescence artefact?],2,-2,3,-14,-3
C/C(CCN1CCc2nc(-c3ccccc3)c(-c3ccccc3)cc2C1)=N\O[C@H](C)c1cn([C@H](CO)Cc2ccccc2)nn1,0.2,·,-0.6,1,6,-6,1,20,1
O=C(c1cc(=O)c2ccccc2o1)N1CCCc2ccccc21,1.8,·,-1.2,4,4,11,3,7,-3
Cc1cc(C(=O)OCC(=O)Nc2ccccc2[N+](=O)[O-])c2ccccc2n1,-0.1,13,-0.1,6,8,-6,-3,-14,1
Brc1cnc2nc(SC/C=C/c3ccccc3)[nH]c2c1,0.1,0,0.0,-4,-2,-27,2,7,2
Cc1cc(Cl)nc(Cl)c1C(=O)NC(=O)NCCC(C)C,-1.5,-11,0.7,0,11,-16,2,-11,7
Cc1cc(-c2ccc(Br)s2)nc(-n2cccc2)n1,-1.7,-24,0.6,-6,7,-5,-1,13,2
COc1ccc(S(=O)(=O)O/N=C2\CCSc3ccc(C)cc32)cc1,1.7,-17,0.4,3,6,-7,-1,3,1
CC(C)CC(COCc1ccc(Cl)cc1)N1CCN(C(=O)c2cccc(C(F)(F)F)c2)CCC1=O (stereo not drawn),1.3,·,-0.1,-6,5,10,0,2,0
CN(Cc1cccs1)c1ncnc2sccc12,0.9,-9,-0.4,4,10,11,-2,-2,-3
COc1cccc(-c2ccc(=O)n(CC(=O)NCCN3CCOCC3)n2)c1,1.4,-5,0.3,0,3,6,2,-12,-1
Cc1ccc(-c2nnc(SCC(=O)NC3CCS(=O)(=O)C3)nc2-c2ccc(C)cc2)cc1 (stereo not drawn),0.4,-3,0.1,2,7,9,2,-15,-1
COc1ccc(/C=C/C(=O)CCC(=O)O)cc1,1.3,-10,0.6,0,-1,-25,0,-6,-3
Cc1c(Nc2nc(-c3cccc([N+](=O)[O-])c3)cs2)c(=O)n(-c2ccccc2)n1C,1.4,-21,0.4,-4,6,-13,-2,-13,1
CCOc1ccc(NC(=O)CN2CCN(CC(=O)Nc3ccc(F)c(F)c3)CC2)cc1,-0.1,-6,-0.6,-3,5,7,3,14,-1
